NCOA1 inh – human NCOA1 inhibition. inhibition, % at 3.6 µM. HEK293 GAL4-SRC1 luciferase reporter, luminescence. 0.12% of 360,000 active. Q15788;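 active = inhibition above the campaign mean plus 3 SD, with each screening campaign given its own cutoff, cut at about 60% in these data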;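 note: 0% = DMSO treated cells and 100% = gossypol at 36 µM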
Target sequence (Q15788 whole entry, looked up, the tested form may be a part): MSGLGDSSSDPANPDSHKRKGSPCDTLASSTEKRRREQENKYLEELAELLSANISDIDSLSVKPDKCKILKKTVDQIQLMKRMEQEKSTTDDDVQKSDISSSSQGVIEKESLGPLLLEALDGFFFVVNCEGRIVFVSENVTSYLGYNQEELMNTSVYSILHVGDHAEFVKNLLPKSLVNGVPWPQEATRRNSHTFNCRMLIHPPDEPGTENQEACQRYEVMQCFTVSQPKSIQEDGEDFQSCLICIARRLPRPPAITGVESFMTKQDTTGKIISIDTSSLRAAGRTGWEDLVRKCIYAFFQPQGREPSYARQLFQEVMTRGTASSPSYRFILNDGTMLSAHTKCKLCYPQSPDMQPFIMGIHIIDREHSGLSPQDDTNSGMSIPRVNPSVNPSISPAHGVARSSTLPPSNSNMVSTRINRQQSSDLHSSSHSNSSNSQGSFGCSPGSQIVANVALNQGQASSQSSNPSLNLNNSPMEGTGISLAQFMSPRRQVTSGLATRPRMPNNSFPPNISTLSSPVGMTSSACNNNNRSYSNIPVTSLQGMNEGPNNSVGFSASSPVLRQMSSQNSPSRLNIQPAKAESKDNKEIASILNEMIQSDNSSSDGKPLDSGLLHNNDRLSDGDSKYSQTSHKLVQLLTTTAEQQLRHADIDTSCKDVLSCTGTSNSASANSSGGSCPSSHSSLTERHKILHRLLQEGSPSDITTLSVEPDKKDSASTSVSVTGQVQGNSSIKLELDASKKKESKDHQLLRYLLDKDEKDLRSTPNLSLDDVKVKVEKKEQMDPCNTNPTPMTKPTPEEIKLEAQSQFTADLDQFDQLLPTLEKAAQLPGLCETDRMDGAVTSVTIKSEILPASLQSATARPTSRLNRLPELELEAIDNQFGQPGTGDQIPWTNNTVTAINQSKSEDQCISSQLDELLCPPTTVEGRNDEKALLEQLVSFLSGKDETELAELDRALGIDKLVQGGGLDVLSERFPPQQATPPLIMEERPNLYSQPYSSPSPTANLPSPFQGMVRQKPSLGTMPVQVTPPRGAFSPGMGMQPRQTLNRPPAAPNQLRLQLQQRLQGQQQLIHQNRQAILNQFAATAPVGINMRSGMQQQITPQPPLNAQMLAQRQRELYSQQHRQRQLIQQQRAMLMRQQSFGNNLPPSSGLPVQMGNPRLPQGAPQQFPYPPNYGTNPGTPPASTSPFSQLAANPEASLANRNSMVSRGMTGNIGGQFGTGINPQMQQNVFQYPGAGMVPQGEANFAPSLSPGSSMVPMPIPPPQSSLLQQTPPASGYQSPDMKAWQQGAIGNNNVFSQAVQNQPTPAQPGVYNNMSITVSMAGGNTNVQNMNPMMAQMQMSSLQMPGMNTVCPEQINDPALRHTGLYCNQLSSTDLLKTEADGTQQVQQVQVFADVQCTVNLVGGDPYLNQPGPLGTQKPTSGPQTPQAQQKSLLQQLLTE
LMP1 NFkB inh – reduces LMP1-driven NF-kappaB luciferase signal; LMP1-induced NF-kappaB luciferase reporter cells, luminescence; inhibition, % at 12.5 µM; 0.69% of 350,000 active; in the data active = inhibition above about 41%;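 note: 0% = neutral control wells and 100% = reference inhibitor control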
CF NFkB block – inhibitors of cystic fibrosis induced NF-kB; KKLEB NF-kB-GFP reporter, PAF-induced, GFP fluorescence overnight; inhibition, % at 5 µM; 0.86% of 360,000 active; AID 588850;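 active = at least 50% inhibition at 5 µM, scaled per plate between neutral and stimulator controls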;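 note: PAF is a Pseudomonas aeruginosa culture filtrate used as stimulus; plate controls were PAF-stimulated DMSO wells for no effect and unstimulated DMSO wells for full effect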
C8 TRAIL sens – caspase-8 TRAIL sensitization | 1% of 360,000 active | inhibition (viability loss, TRAIL sensitization), % at 10 µM | NB7+C8 cells + TRAIL, ATPlite viability luminescence | AID 624354;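 active = compounds causing at least 50% loss of cell viability in the single-dose screen, relative to plate controls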
Shn3 3UTR inh – inhibitors of Schnurri-3 3'UTR reporter in osteoblasts | Clone20 osteoblast Shn3 3'UTR firefly luciferase, 24 h | inhibition, % at 12.5 µM | 0.52% of 360,000 active;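 active = mean inhibition of at least 75% with every replicate also reaching 75%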;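 note: 0% = median of neutral control wells and 100% = pilot-screen positive control compound; some compounds past the cut are filed as inactive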
TROY NFkB inh – TROY signaling inhibition. Q293 LMP1-TROYcd NF-kB luciferase reporter, 4 h. 0.98% of 360,000 active. inhibition, % at 10 µM. AID 1347056;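 active = compounds whose plate-normalised and pattern-corrected inhibition of the luciferase reporter signal at the single screening dose is 50% or more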
KKLEB tox – reduces viability of KKLEB cystic fibrosis airway cells. 0.36% of 360,000 active. KKLEB CF airway cells viability, ATPlite luminescence, overnight; hits give low values; cells stimulated with P. aeruginosa culture filtrate. activity change (cytotoxicity), % at 5 µM;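 active = corrected activity change at or below -50% at 5 µM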
LRH-1 inv ag – NR5A2 inverse agonism in reporter assay; HEK293T StAR-luciferase reporter, LRH-1 transfected, 24 h; inhibition, % at 3.6 µM; AID 602396; 0.13% of 360,000 active; O00482;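 active = inhibition above the mean inhibition of all tested compounds plus 3 SD, cut at about 73% in these data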;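 note: 0% = DMSO wells and 100% = reporter-only cells lacking LRH-1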
TWEAK-Fn14 inh – blocks TWEAK-Fn14 interaction in a reporter cell assay. TWEAK-stimulated Fn14 reporter cells, luciferase luminescence, 8 h. inhibition, % at 10 µM. 2% of 360,000 active; in the data active = inhibition above about 50%
NR2F2 inh – inhibitors of human COUP-TFII (NR2F2) | P24468 | HEK293T NGFI-A luciferase reporter, luminescence | inhibition, % at 8.6 µM | 0.7% of 370,000 active | AID 686940;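 active = inhibition above a per-plate cutoff, mean inhibition of test wells between control levels plus 3 SD, cut at about 38% in these data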;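 note: cells cotransfected with COUP-TFII expression vector driving the NGFI-A reporter; 0% = median of COUP-TF2 test wells and 100% = reporter-only cells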
SRC3 inh – inhibitors of human steroid receptor coactivator 3 (SRC3); HEK293 GAL4-SRC3 luciferase reporter, luminescence; inhibition, % at 3.6 µM; 0.17% of 360,000 active; Q9Y6Q9;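 active = inhibition above a per-campaign cutoff, the mean of all compounds plus 3 SD, cut at about 60% in these data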;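 note: 0% = DMSO-treated cells and 100% = gossypol-treated cells at 36 µM; higher means less SRC3-driven luciferase light from the GAL4 reporter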
* marks the source's active call; other numbers are inactive results; / = not tested or not shown. Some of the compounds tested; rates above refer to the full screens.

Values run as follows: NCOA1 inh | LMP1 NFkB inh | CF NFkB block | C8 TRAIL sens | Shn3 3UTR inh | TROY NFkB inh | KKLEB tox | LRH-1 inv ag | TWEAK-Fn14 inh | NR2F2 inh | SRC3 inh
- COc1cccc(C(C(=O)NC2CCCC2)N(C(=O)c2ccco2)c2cccc(C(C)=O)c2)c1OC (stereo not drawn)
→ 14 | -7 | -7 | 21 | 6 | 6 | -7 | -3 | 16 | 11 | -1
- CCCCOc1ccccc1C(=O)NCC(=O)O
→ 8 | 7 | -14 | -12 | 13 | -14 | 1 | -9 | -5 | 7 | 21
- CC(C)C1C(C#N)=C(N)Oc2n[nH]c(-c3ccc4ccccc4c3)c21 (stereo not drawn)
→ 8 | -9 | 27 | 15 | -2 | 43 | -2 | 7 | 30 | -6 | 17
- Cc1ccc(NC(=O)CNC(=O)c2cccs2)c(O)c1
→ -11 | 1 | -4 | 5 | -2 | -10 | 1 | -2 | -9 | 14 | -1
- CC1CCCCC1NC(=O)c1cncc(Br)c1 (stereo not drawn)
→ 6 | -3 | 4 | 0 | -3 | -13 | 4 | 4 | -7 | 5 | -6
- COCC1CCN(C(=O)CC2C(=O)NCCN2Cc2cccc(Oc3ccccc3)c2)CC1 (stereo not drawn)
→ 0 | -4 | -4 | -20 | 10 | 8 | 5 | -2 | 14 | -1 | 16
- O=C(CSc1nnnn1-c1cccc(O)c1)NC1CC1
→ 2 | -1 | -12 | -14 | 5 | -5 | 0 | -8 | 3 | 8 | 15
- O=C1c2ccccc2C2(c3ccccc3)NCCN12 (stereo not drawn)
→ 18 | -10 | -5 | -18 | 3 | 6 | 4 | 1 | 0 | -25 | 11
- Cc1ccc(C(=O)OCC2OC3OC(C)(C)OC3C2O)cc1 (stereo not drawn)
→ 3 | -2 | 3 | 16 | 1 | -26 | -1 | 7 | -1 | 0 | 3
- O=C(COc1ccc([N+](=O)[O-])cc1)NCCc1nc2ccccc2[nH]1
→ -6 | 0 | -22 | -11 | 7 | 0 | 23 | 9 | -4 | 8 | 16
- CCO[C@H]1OC(C(=O)N2CCN(Cc3ccc4c(c3)OCO4)CC2)=C[C@@H](c2cn(C(C)=O)c3ccccc23)[C@@H]1CCCO
→ -7 | 9 | 5 | -7 | 14 | -4 | 0 | 0 | -3 | 8 | -9
- Cc1cc(S(=O)(=O)c2cc3ccc(O)c(C)c3oc2=O)ccc1F
→ 26 | -3 | 9 | 7 | -15 | 28 | -9 | -6 | 28 | -4 | 10
- CC(C)CC(=O)NN(C)c1nc(-c2ccccc2)nnc1C(F)(F)F
→ 5 | -1 | 16 | 25 | 3 | 2 | -12 | -9 | -14 | 7 | -15
- O=C(CCC(=O)OCC(=O)c1ccc(-c2ccccc2)cc1)Nc1cccc2cccnc12
→ -12 | -10 | -1 | -2 | -13 | -20 | -8 | -8 | 8 | 7 | 0
- CC(=O)Nc1nonc1NC(=O)CSC1=NCCS1
→ 0 | -9 | 7 | 0 | -1 | 7 | -4 | -1 | 0 | -7 | -19
- NC(=S)NNC(=O)c1cccc(Cl)c1
→ -7 | 0 | 6 | -9 | -26 | 3 | 1 | 3 | -3 | 5 | -6
- COc1ccccc1-n1cnnc1SCC(=O)Nc1nc(C)c(Cl)cc1Cl
→ -6 | 0 | -3 | -15 | 6 | 15 | 2 | 3 | 19 | 7 | 12
- CC(NC(=O)/C(C#N)=C1\N=C(NC(=O)c2ccco2)c2ccccc21)c1ccccc1 (stereo not drawn)
→ -24 | / | 14 | -5 | / | -7 | 0 | -6 | -7 | -29 | 11
- O=C(NCc1ccco1)c1sc2ccccc2c1Cl
→ -57 | -16 | 2 | -3 | -51 | -54 | 4 | -39 | -13 | -24 | -42
- CC(O)c1cccc(N=Cc2ccc3ccccc3c2O)c1 (stereo not drawn)
→ -15 | -3 | 3 | -6 | 17 | 5 | -2 | -9 | 18 | 15 | -8

Values run as follows: NCOA1 inh | LMP1 NFkB inh | CF NFkB block | C8 TRAIL sens | Shn3 3UTR inh | TROY NFkB inh | KKLEB tox | LRH-1 inv ag | TWEAK-Fn14 inh | NR2F2 inh | SRC3 inh
- COc1ccc(N2CCN(CC(O)COCCOc3ccc(Br)cc3)CC2)cc1 (stereo not drawn)
→ 8 | 4 | 20 | -1 | 3 | 10 | 3 | -11 | -2 | 2 | 2
- COC(=O)[C@H](CCSC)NC(=O)N1CCN(Cc2ccccc2)CC1
→ 9 | -18 | -2 | -11 | 7 | -11 | 0 | 6 | 10 | -5 | 0
- O=C(Nc1c2n(c(=S)n(-c3ccccc3)c1=O)CCCCC2)c1ccccc1
→ -11 | 6 | -12 | -5 | -12 | 2 | 0 | 0 | 18 | 18 | 7
- CCCCn1c(O)c(N=NC(=O)c2ccco2)c2ccccc21
→ -23 | -5 | -26 | 12 | -32 | -20 | 12 | -51 | 7 | -14 | -5
- COc1cc(/C=N/n2c(C)n[nH]c2=S)ccc1OCc1ccc(F)cc1
→ -18 | -4 | -23 | 2 | -119 | -37 | -4 | -26 | -16 | -17 | -34
- CCC(NC(=O)c1ccccc1O)c1ccccc1 (stereo not drawn)
→ 2 | 0 | -9 | -8 | 12 | 10 | 4 | 7 | 8 | 4 | 20
- Cc1c(NS(=O)(=O)c2cccc(C(=O)NCc3cccc(Cl)c3)c2)c(=O)n(-c2ccccc2)n1C
→ 6 | -3 | -15 | 0 | 14 | -2 | -3 | -16 | -16 | 29 | 7
- Cc1ccccc1-c1nnc(SCC(=O)Nc2cccc(C)c2C)o1
→ 15 | -2 | 4 | 16 | -1 | 5 | 11 | 41 | -15 | 6 | 9
- Cc1ccc(NC(=O)c2ccc(NCCCN3CCC(C)CC3)c([N+](=O)[O-])c2)c(C)c1
→ -34 | 8 | -3 | -7 | -49 | -5 | -6 | -9 | 13 | -6 | -22
- CN(C(=O)c1ccoc1)c1ccc2ccccc2c1
→ -26 | -10 | -2 | 7 | 12 | 14 | -12 | 2 | 20 | -22 | 26
- COc1ccc(N(C)S(=O)(=O)c2cccc(C(=O)NC3CCCC(C)C3C)c2)cc1 (stereo not drawn)
→ 9 | -5 | 7 | 18 | 17 | -16 | -3 | -2 | -6 | -4 | 9
- Cc1cc(C(=O)N/N=C/c2ccc(Br)o2)n[nH]1
→ -13 | 7 | -10 | -2 | -12 | -9 | 4 | -19 | -2 | -21 | -2
- CC1CCCC(NC(=O)COC(=O)COc2cccc(F)c2)C1C (stereo not drawn)
→ 1 | -6 | -6 | -17 | -22 | -3 | 23 | -12 | -1 | -1 | -3
- O=C(CCNC(=O)C1CCN(S(=O)(=O)c2ccc(F)cc2)CC1)NCc1ccc(F)cc1
→ 0 | -9 | 3 | 9 | 0 | -9 | -4 | -3 | -5 | 9 | 13
- C[C@@H](O)CNC(=O)c1[nH]cnc1C(=O)N[C@H](C)c1ccccc1
→ -2 | -1 | 21 | -1 | 12 | -6 | -9 | 23 | 9 | -3 | 1
- CN(C(=O)C1Cc2c(-c3ccccc3Oc3ccccc3)ccnc2O1)c1ccccc1 (stereo not drawn)
→ -3 | / | 28 | -10 | -4 | 10 | 0 | -15 | 35 | 6 | -9
- CN1C(C(=O)Nc2ccc(F)cc2F)=CC(c2cccs2)=NS1(=O)=O
→ -5 | 5 | 3 | 6 | -13 | -6 | 5 | 18 | 7 | -23 | 3
- O=C(CCc1ccccc1)NNC(=O)c1ccccc1Br
→ 0 | -3 | -6 | -7 | -24 | -16 | 12 | -32 | -15 | 12 | 17
- Cc1ccc(S(=O)(=O)NC2=NCN(Cc3ccccc3)CN2)cc1
→ -6 | 2 | -2 | -7 | -6 | 3 | -12 | -3 | 4 | -12 | 4
- COc1ccc(OC)c(NC(=O)CSc2sc3c(O)cc(=O)[nH]c3c2C#N)c1
→ -47 | -6 | 4 | -10 | 3 | -2 | 23 | 0 | -2 | -21 | -3

Values run as follows: NCOA1 inh | LMP1 NFkB inh | CF NFkB block | C8 TRAIL sens | Shn3 3UTR inh | TROY NFkB inh | KKLEB tox | LRH-1 inv ag | TWEAK-Fn14 inh | NR2F2 inh | SRC3 inh
- CCN1CCN(CCc2nc3cc([N+](=O)[O-])ccc3n2C)CC1
→ -2 | -1 | 12 | -12 | 7 | -7 | -6 | -1 | -10 | -12 | 16
- CN(C)S(=O)(=O)c1ccc(C(=O)OCC(=O)Nc2cccnc2Cl)cc1
→ 0 | 1 | 19 | -2 | 5 | 6 | -1 | -3 | -3 | 11 | 21
- COCCN1Cc2cccc(C(=O)NC(C)CCc3ccco3)c2C1=O (stereo not drawn)
→ -15 | 2 | 13 | 2 | 22 | 10 | -6 | 3 | 20 | 5 | -14
- Nc1cc(S(=O)(=O)Nc2ccccc2Cl)ccc1N1CCCCC1
→ -10 | -2 | 0 | 21 | 74 | -9 | 7 | -17 | 4 | 19 | 9
- CCC(=O)N1CCCC(C(=O)NCc2ccc(C(C)C)cc2)CC1 (stereo not drawn)
→ 1 | / | 4 | -7 | -2 | 0 | -7 | -2 | 9 | 5 | -2
- O=c1c2ccccc2n(Cc2ccccc2F)c(=O)n1Cc1ccccc1F
→ -10 | 9 | 5 | -3 | 4 | -6 | 1 | -7 | -2 | 5 | 3
- CC(C)[C@H](NC(=O)N1CCn2c1nc1ccccc12)C(=O)NCc1ccco1
→ 17 | -8 | -16 | 1 | 14 | 3 | 6 | -5 | 7 | 21 | -16
- COc1ccc(Cl)cc1C=CC=Nc1ccc(S(N)(=O)=O)cc1
→ 0 | -6 | 15 | 11 | -15 | 4 | 8 | -10 | 6 | 0 | -8
- O=C(COC(=O)c1cc2ccccc2o1)NCc1ccco1
→ -13 | -4 | -1 | 1 | 1 | -8 | 6 | -9 | 2 | -3 | 7
- COc1ccc(S(=O)(=O)N2CCC(C(=O)NCCCn3ccnc3)CC2)cc1C
→ 21 | -3 | 2 | -4 | -8 | -24 | -4 | -16 | -3 | -3 | 9
- Cc1noc(C)c1COc1ccc(C(=O)NCCc2ccccn2)cc1
→ -18 | 3 | -19 | -10 | -10 | 36 | 11 | 11 | 6 | -10 | 1
- CNC(=S)N1N=C(c2cccs2)CC1c1ccc(OC)cc1 (stereo not drawn)
→ -19 | -4 | -7 | -7 | -5 | 27 | -3 | 6 | 17 | 22 | -44
- O=C(N/N=C/c1c[nH]c2ccccc12)c1ccn(Cc2ccc(Cl)cc2)n1
→ -10 | -14 | -5 | 13 | 13 | -6 | 8 | 18 | 9 | 6 | 2
- Cc1cc(C)n2nc(C(=O)N/N=C/c3cccc(Cl)c3)nc2n1
→ 14 | 5 | -25 | -8 | 12 | -23 | 7 | -11 | -20 | 10 | 3
- O=C1c2[nH]nc(-c3ccccc3O)c2C(c2ccccc2F)N1Cc1ccco1 (stereo not drawn)
→ -4 | -3 | 1 | -20 | -3 | 10 | 9 | 2 | 26 | 11 | 0
- COc1cccc(/C=N/n2nnnc2N)c1OCC#N
→ -4 | -3 | -12 | 8 | -13 | 6 | 2 | -10 | -12 | 1 | 4
- CCOc1ccc(C2NCCc3cc(OC)c(OC)cc32)cc1OC (stereo not drawn)
→ 3 | 0 | 2 | -18 | 2 | -2 | -5 | 2 | -11 | -21 | -2
